# sEH inh: soluble epoxide hydrolase inhibitors, primary screen, biochemical, human sEH; Bifunctional epoxide hydrolase 2 (Homo sapiens), P34913; recombinant human sEH enzymatic activity assay; inhibition, % at 2 µM; 91,000 tested, 0.34% active; AID 707, 2007; in the data active means inhibition above about 80%; further: values of inactives mirror those of a sister screen read the other way; many of its hits are not listed in these tables
# sEH act: soluble epoxide hydrolase activators, primary screen, biochemical, human sEH; Bifunctional epoxide hydrolase 2 (Homo sapiens), P34913; activation, % at 2 µM; 91,000 tested, 0.04% active; purified human sEH enzymatic activity, activator screen; in the data active means activation above about 37%; further: values of inactives mirror those of a sister screen read the other way
# CYP2C19 inh: blockers of cytochrome P450 2C19 activity – biochemical, luminescence, ADME assay, primary screen; P33261; 96,000 tested, 21% active; AID 778, 2007; inhibition, % at 5 µM; CYP2C19 Supersomes, luciferin-H EGE luminescence, 30 min;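 active means CYP2C19 inhibition above a set limit at 5 µM in the primary screen, cut at about 50% in these data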;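 further: plate controls were negative control wells for no effect and 2.5 mM tranylcypromine positive control for full effect; values of inactives mirror those of a sister screen read the other way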
# Target sequence (P33261 whole entry, looked up): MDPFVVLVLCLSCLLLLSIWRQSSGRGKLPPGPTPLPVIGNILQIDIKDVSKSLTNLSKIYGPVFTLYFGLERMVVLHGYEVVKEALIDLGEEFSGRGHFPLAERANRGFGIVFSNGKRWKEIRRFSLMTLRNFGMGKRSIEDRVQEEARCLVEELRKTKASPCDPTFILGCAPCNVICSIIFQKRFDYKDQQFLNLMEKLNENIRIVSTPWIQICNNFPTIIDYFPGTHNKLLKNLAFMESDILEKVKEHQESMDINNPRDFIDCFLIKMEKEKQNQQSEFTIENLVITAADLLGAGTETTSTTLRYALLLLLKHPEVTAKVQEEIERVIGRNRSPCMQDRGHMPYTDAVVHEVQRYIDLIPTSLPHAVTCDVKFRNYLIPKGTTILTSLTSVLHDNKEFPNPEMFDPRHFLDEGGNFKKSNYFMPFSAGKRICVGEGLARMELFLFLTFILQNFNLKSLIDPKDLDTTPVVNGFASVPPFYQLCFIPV
# PostGolgi ctrl: growth inhibition of yeast control strain, primary screen, counter-screen for post-Golgi transport modulator project; efflux-deficient yeast background strain, growth absorbance A615, 16 h; 98,000 tested, 5% active; AID 738, 2007; inhibition, % at 10 µM
# CYP2C19 activ: human CYP2C19 activators, primary screen, biochemical, luminescence; AID 1025, 2008; 96,000 tested, under 10 active; recombinant CYP2C19, luciferin-H EGE luminescence; stronger effect = higher value; 0 = fully inhibited enzyme, 1 = untreated enzyme; Cytochrome P450 2C19 (Homo sapiens), P33261; activation factor at 5 µM;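 active means activation factor of at least 2 at 5 µM in the primary screen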;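 further: 0 = wells with 2.5 mM tranylcypromine and 1 = vehicle-only wells; values of inactives mirror those of a sister screen read the other way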
# S1P2 antag: human S1P2 receptor antagonists, primary screen, cell-based. 97,000 tested, 0.21% active. cell-based S1P2 antagonist assay, inhibition at 5 uM. Sphingosine 1-phosphate receptor 2 (Homo sapiens), O95136. inhibition, % at 5 µM; in the data active means inhibition above about 45%;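 further: CRE beta-lactamase reporter cells expressing human S1P2 stimulated with S1P; 0% = agonist at EC80 alone and 100% = agonist plus reference antagonist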
# S1P2 ag: S1P2 receptor agonists, primary screen, cell-based; Sphingosine 1-phosphate receptor 2 (Homo sapiens), O95136; S1P2-expressing cell line, agonist reporter read-out; activation, % at 4.5 µM; 97,000 tested, 0.46% active; in the data active means activation above about 16%;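 further: 0% = vehicle low control and 100% = maximal reference agonist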
# PostGolgi yeast: phenotypic screen on post-Golgi transport, primary screen; post-Golgi transport phenotypic cell assay; inhibition, % at 10 µM; 98,000 tested, 0.9% active;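 further: yeast cells grown in 1536-well plates; yeast grown about 18 h at 30C before absorbance read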
# hDAT+cocaine: changed hDAT dopamine uptake under cocaine IC80, either direction, primary screen, cocaine antagonist project, cell-based, LLC-PK1 hDAT, [14C]-dopamine uptake, MLSMR; LLC-PK1 hDAT cells, [14C]-dopamine uptake with cocaine IC80; actives deviate in either direction; B-score at 10 µM; 110,000 tested, 1.3% active; AID 449768, 2010;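 active means Z score or B-score, a plate-position-corrected score, falls beyond the plate's 99.7% confidence bounds, in either direction; inactive means both scores lie inside the 99.7% bounds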;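 further: scored against the spread of the other compound wells on the same plate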
# Target sequence (Q01959 whole entry, looked up): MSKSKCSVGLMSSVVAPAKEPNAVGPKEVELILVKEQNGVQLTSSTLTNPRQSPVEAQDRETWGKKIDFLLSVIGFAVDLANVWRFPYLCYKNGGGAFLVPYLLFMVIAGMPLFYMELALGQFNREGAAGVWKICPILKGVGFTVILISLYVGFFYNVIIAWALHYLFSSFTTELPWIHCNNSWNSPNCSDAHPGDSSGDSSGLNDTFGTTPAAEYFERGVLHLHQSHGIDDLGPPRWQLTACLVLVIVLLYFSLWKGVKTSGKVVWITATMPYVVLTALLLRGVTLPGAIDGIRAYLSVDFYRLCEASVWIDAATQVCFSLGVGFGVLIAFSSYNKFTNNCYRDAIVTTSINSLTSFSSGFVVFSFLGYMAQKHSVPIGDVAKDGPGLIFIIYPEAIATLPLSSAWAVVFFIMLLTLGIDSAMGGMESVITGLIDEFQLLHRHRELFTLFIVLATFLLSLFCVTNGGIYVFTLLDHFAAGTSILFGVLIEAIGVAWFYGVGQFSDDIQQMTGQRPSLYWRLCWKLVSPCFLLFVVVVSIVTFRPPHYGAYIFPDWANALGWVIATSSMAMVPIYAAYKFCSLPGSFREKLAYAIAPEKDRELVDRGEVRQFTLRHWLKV
# * = called active by the depositor; . = not tested or not shown. Unless noted, no stated cut-off is given here; in the data, active means inhibition above about 30%; inactive means the rest.
SMILES,sEH inh,sEH act,CYP2C19 inh,PostGolgi ctrl,CYP2C19 activ,S1P2 antag,S1P2 ag,PostGolgi yeast,hDAT+cocaine
CCOc1ccc2nc(N3CCC(C(=O)N4CCN(C5CCCCC5)CC4)CC3)sc2c1,1,-1,-3,13,1,14,-6,-7,-0.94
CCOC(=O)Cn1nnc(-c2ccc(SC)cc2)n1,2,-4,46,15,0.5,6,-6,-13,0.55
COc1ccc(Cc2nnc(SCC(=O)N3CCc4ccccc4C3)o2)cc1,8,-10,12,3,0.9,15,-7,-3,1.2
NC(=O)C1CCCN(C(=O)NC2CCCCC2)C1 (centres undefined),0,2,-8,-2,1.1,1,0,0,0.11
COc1cccc(Nc2nc(C)cc(C)c2C#N)c1,6,0,.,.,.,-2,2,.,-1.1
CCSc1nccc(-c2nn(-c3ccc(C)cc3)ccc2=O)n1,3,-2,46,15,0.5,-12,-6,-5,-0.78
CC1(C)Cc2c(sc3ncn(N)c(=N)c23)CO1,-11,13,-5,-1,1.1,5,-4,2,.
CC(C)NC(=O)c1ccc2c(c1)S(=O)(=O)c1ccccc1C2=O,2,-4,5,3,1,-46,18*,1,-0.61
CCOC(=O)CS(=O)(=O)c1ccc2ccccc2c1,-4,7,87*,12,0.1,-2,-4,-4,1.5
CCc1ccc(N=c2c([N+](=O)[O-])nn(-c3ccccc3)n2O)cc1,-6,3,6,34*,0.9,-9,3,7,0.9
CCc1c(C)nc2cc(-c3cccs3)[nH]n2c1=O,-20,20,17,6,0.8,14,-1,-3,1.4
CN(CCCNC(=O)C1CCC(=O)N1Cc1ccccc1Cl)c1ccccc1 (centres undefined),30,-27,33,12,0.7,-9,-3,-22,0.21
CCn1c(C(=O)NC(C)c2ccc3c(c2)OCCO3)cc2sccc21 (centres undefined),36,-34,10,24,0.9,-5,-5,-3,1.9
CCCn1nc(CC(=O)OCC)c2ccccc2c1=O,0,2,17,3,0.8,-19,1,1,1
Cc1ccc(S(=O)(=O)c2c(C)nn(C(C)(C)C)c2OC(=O)c2ccc(Br)o2)cc1,-19,17,70*,17,0.3,14,-5,50*,0.26
CCC1(CC)Cc2ccccc2-c2nc(-c3ccccc3)oc(=O)c21,6,-6,-18,0,1.2,13,-3,-3,-0.096
CCCCN(CCCC)c1cc(C)nc(-c2ccccc2O)n1,6,-8,5,15,1,-5,-6,0,0.3
O=C(NCC1CCCO1)c1ccc(N2CCCCC2)nc1 (centres undefined),.,.,-5,8,1.1,12,-2,7,0.89
CCc1ccc(N(CC)c2ncnc3nc[nH]c23)cc1,.,.,15,10,0.9,.,.,3,-0.0085
O=C(c1cnn2ccccc12)N1CCCc2ccccc21,.,.,20,-1,0.8,-4,-1,0,0.13
Cc1cc(=O)n2nc(N3CCC(C(=O)NC4CCCc5ccccc54)CC3)sc2n1 (centres undefined),.,.,15,6,0.8,.,.,0,0.51
Cn1nnc(C(O)CN2CCOCC2)n1 (centres undefined),-4,6,2,10,1,-12,-2,7,-0.7
CCn1c(CNc2ccc(Cl)cc2)nnc1SCC(=O)OC1CCCCC1,16,-13,.,.,.,-10,-2,.,0.45
COc1ccccc1-c1cc(C(F)(F)F)nc(N2CCN(c3ccc(F)cc3)CC2)n1,10,-12,.,.,.,3,-3,.,0.019
CC(C)c1ccc(CN(C(=O)c2cc3ccccc3oc2=O)C2CCS(=O)(=O)C2)cc1 (centres undefined),-16,12,15,-6,0.8,-11,-1,7,-0.72

# Other records:
SMILES,sEH inh,sEH act,CYP2C19 inh,PostGolgi ctrl,CYP2C19 activ,S1P2 antag,S1P2 ag,PostGolgi yeast,hDAT+cocaine
COc1ccc(CCNC(=O)CN2CCN(c3cccc(C(F)(F)F)c3)CC2)cc1,16,-18,76*,26,0.2,-8,-1,10,2.1
Cc1cccc(NC(=O)CSc2nnnn2C)n1,10,-12,-11,4,1.1,11,-5,-8,-1.6
Cc1ccc(OCc2ccoc2C(=O)O)cc1C,-2,2,-2,6,1,3,-2,6,0.58
CCS(=O)(=O)N1CCN(Cc2ccccc2OC)CC1,-13,11,89*,-5,0.1,-6,-3,-1,-0.6
O=C(Nc1cccc(F)c1)c1ccc(S(=O)(=O)NCC2CCCO2)cc1 (centres undefined),.,.,35,-2,0.7,22,-5,17,-0.03
c1ccc(-c2cc(-c3nnc4sc(-c5ccccn5)nn34)[nH]n2)cc1,16,-16,10,12,0.9,14,-11,-2,.
O=C(NCCN1C(=O)C2C3C=CC(C3)C2C1=O)N1CCCCC1 (centres undefined),1,-1,4,3,1,6,-2,4,-0.39
Cc1nc(-c2coc3c(CN(C)C)c(O)ccc3c2=O)cs1,49,-50,3,-1,1,-1,-5,0,-0.039
CC(Sc1nc(-c2ccccc2)cc(C(F)(F)F)n1)C(=O)NCCN1CCOCC1 (centres undefined),11,-11,12,-1,0.9,15,-8,11,-0.62
Cn1c(SCC(=O)c2ccccc2)nc2cccnc21,8,-8,72*,28,0.3,-21,-4,5,-0.96
CC(=O)c1cccc(NC(=O)NCc2cccs2)c1,6,-3,26,5,0.7,-6,1,-5,-0.56
COc1cccc(C(C(=O)NC2CCCC2)N(Cc2ccco2)C(=O)c2ccco2)c1OC (centres undefined),3,2,.,.,.,3,-3,.,0.26
COc1ccc(CC(=O)N2CC3(C)CC2CC(C)(C)C3)cc1 (centres undefined),13,-12,37,20,0.6,-6,-6,1,-0.02
CCCCNC(=O)CCn1nc(-c2ccccc2)ccc1=O,.,.,-6,-7,1.1,13,-4,-8,.
COC(=O)c1sccc1NC(=O)/C=C/c1c(Cl)cccc1Cl,1,0,8,-11,0.9,-13,1,-3,-1.1
C=CCNC(=O)c1ccc(Sc2ccccc2)c([N+](=O)[O-])c1,7,-8,76*,7,0.2,21,-2,-3,.
CCCN(Cc1cc2cccc(C)c2[nH]c1=O)S(C)(=O)=O,-7,5,23,13,0.8,-23,-6,29,.
Cc1ccc(C(=O)N2C3C=CC(C3)C2(C(F)(F)F)C(F)(F)F)cc1 (centres undefined),6,-6,19,3,0.8,-2,-2,-6,0.26
CCOC(=O)N1CCN(C(=O)CSc2nnc(-c3cccc(OC)c3)o2)CC1,-1,5,40,8,0.6,12,-2,-7,0.3
COc1c(N)c2ccccc2[nH]c1=O,.,.,4,4,1,.,.,14,.
COC(=O)c1ccccc1NC(=O)CSc1nnc(COc2cccc(OC)c2)n1C,13,-13,32,21,0.7,0,-4,11,-0.029
O=C(Cn1c(-c2cscn2)nc2ccccc21)Nc1ccc2ccccc2c1,.,.,39,8,0.6,-3,-4,-6,1.8
CC(C)NC(=O)COC(=O)c1ccc(NS(=O)(=O)c2ccc3c(c2)OCCO3)cc1,1,0,76*,2,0.2,-8,-4,-7,-0.22
CCOc1ccc(Nc2nc3c(c(=O)[nH]2)CCCC3)cc1,17,-15,-11,-4,1.1,11,-5,-3,0.013
CCCCc1[nH]c(=O)c(C#N)c2c1CCCC2,1,-1,8,9,0.9,-37,-12,-2,1.3

# Continued:
SMILES,sEH inh,sEH act,CYP2C19 inh,PostGolgi ctrl,CYP2C19 activ,S1P2 antag,S1P2 ag,PostGolgi yeast,hDAT+cocaine
CC(=O)Nc1ccc(S(=O)(=O)Nc2cccc(N(C)S(C)(=O)=O)c2)cc1,-10,8,-4,1,1,11,-3,2,-0.17
Cc1sc2ncnc(SCC(=O)c3ccc(Cl)s3)c2c1C,8,-9,15,2,0.8,16,-8,-1,.
CCOC(=O)c1cnc(-n2nc(C)cc2C)nc1Nc1ccc(C)cc1,-3,6,20,2,0.8,-4,-4,-2,.
O=C(CCN1C(=O)/C(=C\c2ccccc2Cl)SC1=S)N1CCN(c2ccccc2)CC1,-14,12,26,8,0.7,7,-1,0,1.1
CCC(C(=O)Nc1nc(C)cs1)c1ccccc1 (centres undefined),-15,18,22,20,0.8,-27,0,0,-0.57
COc1ccc(C(=O)N/N=C/C(C)c2ccccc2)cc1OC (centres undefined),-2,3,-9,-1,1.1,19,-1,10,-0.099
Cc1cc(-n2nc(C)cc2C)nc(NS(=O)(=O)c2ccccc2Cl)n1,-5,8,0,-1,1,-22,-1,5,1.1
CCn1c(O)c(N=NC2=NC(=O)CS2)c2ccccc21,2,-4,5,7,0.9,-11,-1,1,-1.5
CCN1C(=O)C(C(=O)Nc2ccc(OC)cc2)C2CC1(C)Oc1ccccc12 (centres undefined),7,-3,16,16,0.8,-5,-5,-4,0.051
O=C1CC(C(=O)Nc2ccccc2)N=C(N2CCOCC2)N1 (centres undefined),0,2,-1,14,1,-35,0,1,-0.6
O=C(c1cccs1)N1CCN(S(=O)(=O)N2CCCCC2)CC1,9,-9,29,-1,0.7,-5,-8,-2,0.98
Cc1nc2sc(C(c3cccs3)N3CCC(C(N)=O)CC3)c(O)n2n1 (centres undefined),4,-4,-8,-1,1.1,-5,-1,2,-0.042
COc1ccc(-c2nnc(-c3cccs3)o2)cc1OC,2,-2,20,1,0.8,-6,-3,-2,-0.54
CCOC(=O)c1ccc(N2C(=O)CC(N(C)Cc3ccccc3)C2=O)cc1 (centres undefined),0,-2,-4,19,1,-9,-3,3,-0.4
Cc1cc2oc(=O)cc(CN3CCCCC3C)c2c(C)c1Cl (centres undefined),.,.,56*,15,0.4,9,-5,15,-0.059
Cc1ccc2cc(CN(CC3CCCO3)C(=O)C(C)C)c(=O)[nH]c2c1 (centres undefined),7,-2,.,9,.,-8,-5,5,1.4
Cc1ccc(-c2noc(-c3ccccc3C(=O)N3CCCC3)n2)cc1,-20,17,27,21,0.7,-7,-4,1,0.93
O=C(Nc1nc(C2C3CC4CC(C3)CC2C4)cs1)c1cc2cc([N+](=O)[O-])ccc2oc1=O (centres undefined),-8,4,-4,9,1,-6,-1,2,.
CC(=O)Nc1ccc(N2CCCCC2)c(C(=O)Nc2cccc(C)c2)c1,10,-7,50*,31*,0.5,-12,-7,-17,1.8
COc1ccc2c(c1)c1ccccc1n2C,-2,3,10,4,0.9,3,-3,-2,-0.28
CC1=C(C(=O)Nc2ccccc2C)C(c2ccc(C)o2)N2C(=O)CSC2=N1 (centres undefined),-4,5,10,-3,0.9,-20,1,3,-0.26
O=C(NC1CC2CCC(C1)N2C(=O)NCc1ccccc1)C1CC1 (centres undefined),1,1,-10,2,1.1,-2,-5,20,-0.078
O=C(OCn1nnc2ccccc2c1=O)c1ccc2c(=O)n3c(nc2c1)CCC3,9,-7,11,9,0.9,-15,-5,7,-1.2

# Laid out differently: entries from further up.
SMILES	sEH inh	sEH act	CYP2C19 inh	PostGolgi ctrl	CYP2C19 activ	S1P2 antag	S1P2 ag	PostGolgi yeast	hDAT+cocaine
COc1ccc2c(c1)c1ccccc1n2C	-2	3	10	4	0.9	3	-3	-2	-0.28
Cc1cc(-n2nc(C)cc2C)nc(NS(=O)(=O)c2ccccc2Cl)n1	-5	8	0	-1	1	-22	-1	5	1.1

# An excerpt from above in order of their number in sEH act, low to high:
Structure	sEH inh	sEH act	CYP2C19 inh	CYP2C19 activ	S1P2 antag	S1P2 ag	PostGolgi yeast	hDAT+cocaine
CCN1C(=O)C(C(=O)Nc2ccc(OC)cc2)C2CC1(C)Oc1ccccc12 (centres undefined)	7	-3	16	0.8	-5	-5	-4	0.051
Cc1ccc2cc(CN(CC3CCCO3)C(=O)C(C)C)c(=O)[nH]c2c1 (centres undefined)	7	-2	.	.	-8	-5	5	1.4
COc1ccc(C(=O)N/N=C/C(C)c2ccccc2)cc1OC (centres undefined)	-2	3	-9	1.1	19	-1	10	-0.099
CC1=C(C(=O)Nc2ccccc2C)C(c2ccc(C)o2)N2C(=O)CSC2=N1 (centres undefined)	-4	5	10	0.9	-20	1	3	-0.26
Cc1cc(-n2nc(C)cc2C)nc(NS(=O)(=O)c2ccccc2Cl)n1	-5	8	0	1	-22	-1	5	1.1

# From PubChem BioAssay

# Rows were taken by chance, and some 24% of all compounds hit somewhere here.
